Assay outcomes: PubChem BioAssay, several laboratories
BAP1 inh – human BAP1 deubiquitinase inhibition | Q92560 | recombinant BAP1, Ub-AMC hydrolysis fluorescence kinetic; hits give low values | activity remaining (% of control), % at 20 µM | 0.48% of 72,000 active | AID 436;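 active = activity remaining at or below 50% of control, provided the compound also passes the data quality filters; inactive = the rest, including low values that fail the filters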;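 note: 100% = DMSO wells rate and 0% = substrate alone blank rate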
HePTP inh – blocks human HePTP tyrosine phosphatase | P35236 | recombinant HePTP phosphatase activity, OD absorbance | inhibition, % at 20 µM | 0.64% of 110,000 active; in the data active = inhibition above about 50%;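 note: plate controls were vehicle for no effect and reference inhibitor for full effect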
Target sequence (P35236 whole entry, looked up): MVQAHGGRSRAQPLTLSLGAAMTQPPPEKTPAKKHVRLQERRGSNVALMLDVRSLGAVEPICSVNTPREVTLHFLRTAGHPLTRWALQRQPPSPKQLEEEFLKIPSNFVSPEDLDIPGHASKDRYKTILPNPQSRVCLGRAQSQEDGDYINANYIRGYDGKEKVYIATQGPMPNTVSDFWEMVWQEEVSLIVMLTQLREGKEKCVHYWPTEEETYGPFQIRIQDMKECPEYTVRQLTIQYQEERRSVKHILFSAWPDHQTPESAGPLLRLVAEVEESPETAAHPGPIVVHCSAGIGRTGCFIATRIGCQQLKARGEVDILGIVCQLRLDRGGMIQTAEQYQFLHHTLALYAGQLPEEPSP
An asterisk follows results filed as active; nt = no result given; & = joins results of further samples.

1	Cc1ccc(C(=O)O[C@H](C(=O)O)[C@H](OC(=O)c2ccc(C)cc2)C(=O)O)cc1 (tested in a mixture with another compound)
2	Cc1ccc(C(C)C)c(OC(=O)/C=C/c2ccc([N+](=O)[O-])s2)c1
3	N#CC1=C(N)C(C#N)(C#N)C(c2cccnc2)C2COCC=C12 (stereo not drawn)
4	N#CC1=C(N)SC(N)=C(C#N)C1c1cccc(Oc2ccccc2)c1
5	O=C(Nc1ccccc1C(=O)Nc1ccc(Br)cn1)c1ccccc1
6	O=C(NC1CCCCC1)C(c1ccccc1)N1CCC2(CC1)OCCO2 (stereo not drawn)
assay / entry	1	2	3	4	5	6
BAP1 inh	93	nt	114	106	nt	nt
HePTP inh	nt	-8	-4	14	0	10

7	Cc1ccccc1C(=O)Nc1ccc2nc3n(c(=O)c2c1)CCC3
8	O=C(Nc1nccs1)c1ccc(Cl)c(S(=O)(=O)N2CCCCC2)c1
9	COc1ccc(-c2nc3cc(NC(=O)c4ccc5c(c4)OCO5)ccc3o2)cc1
10	CC(=O)c1c(C)nc(-c2ccc(Cl)cc2)nc1NC(=O)C(C)C
11	CC1=NNC(=O)C1CCC(=O)N/N=C/C(Br)=C/c1ccccc1 (stereo not drawn)
12	CN(C)c1ccc(C(C#N)(C#N)C2C(=O)c3ccccc3C2=O)cc1
assay / entry	7	8	9	10	11	12
BAP1 inh	88	97	nt	168	nt	nt
HePTP inh	-18	13	18	-10	1	4

Taken from above.
#9 – HePTP inh = 18
#12 – HePTP inh = 4

Carrying on.
13	C=CC1(C)CC(=O)C2(O)C(C)(O1)C(OC(C)=O)C(O)C1C(C)(C)CCC(O)C12C (stereo not drawn)
14	O=C1CC(N2CCN(c3ccc(Cl)c(Cl)c3)CC2)C(=O)N1 (stereo not drawn)
15	NC(=O)N1c2ccccc2CC(=O)c2ccccc21
16	COc1ccc(OCC(=O)Nc2ccc(N3CCOCC3)cc2)cc1
17	FC(F)(F)c1cccc(N2CCc3cn[nH]c32)c1
18	CCc1nnc(NC(=O)c2ccc3c(c2)OCCO3)s1
assay / entry	13	14	15	16	17	18
BAP1 inh	87	76	99	93	123	nt
HePTP inh	nt	14	-6	2	3	9

19	COCCNC(=O)CN(c1ccc(C)cc1)S(=O)(=O)c1ccc(SC)cc1
20	COCCN(CCOC)C(=O)c1c[nH]c2ccc(S(=O)(=O)N(C)c3ccc(F)cc3)cc2c1=O
21	COc1ccc2nc(SCC(=O)Nc3ccc(C(C)=O)cc3)[nH]c2c1
22	CCOc1ccc(/C=N/Nc2nc(-c3ccc(C)cc3)nc3ccccc23)c(O)c1
23	CCOC(=O)c1c(C)sc(Sc2ccccc2[N+](=O)[O-])c1OC(C)=O
24	CSc1nc2ccc(NS(=O)(=O)c3ccc(Cl)s3)cc2s1
assay / entry	19	20	21	22	23	24
BAP1 inh	85	nt	nt	nt	nt	92
HePTP inh	6&4	-4	-14	7	-12	-4

25	CCCN1CCC(=NNC(=O)c2cccc(Cl)c2)CC1
26	O=C(NCCCCCCNC(=O)c1ccc(CN2CCOCC2)cc1)c1ccc(CN2CCOCC2)cc1
27	COc1ccc(NC(=O)N(CCO)Cc2cc3c(C)cc(C)cc3[nH]c2=O)cc1
28	Cn1c(SCc2ccc(C#N)cc2)nnc1-c1cccc(Cl)c1
29	Cc1cc(NC(=O)CSc2nnc(Cc3ccccc3)o2)no1
30	COC(=O)c1c(NC(=O)CSc2nnnn2-c2ccccc2)sc2c1CCCC2
assay / entry	25	26	27	28	29	30
BAP1 inh	nt	nt	107	94	72	51
HePTP inh	0	-11	8	5	-9	6

31	CCOc1ccc(/C=C2\SC(=S)N(CCC(=O)N3CCOCC3)C2=O)cc1
32	COc1ccc(S(=O)(=O)CCc2nc3ccccc3o2)cc1
33	Cc1ccc2nc(N3C(=O)c4cccc5cccc(c45)C3=O)sc2c1
34	COC(=O)C1=CN(Cc2ccccc2)C=C(C(=O)OC)C1c1ccc(Cl)c(Cl)c1
35	Cc1occc1C(=O)N/N=C/c1ccccc1
36	O=C(Nc1cccc(Cl)c1)c1cccc(NC(=O)c2cccs2)c1
assay / entry	31	32	33	34	35	36
BAP1 inh	nt	nt	nt	nt	nt	nt
HePTP inh	-8	-11	-5	4	-18	4

37	O=C(Nc1ccc([N+](=O)[O-])cc1)c1ccccc1C(F)(F)F
38	O=C(/C=C/c1c(Cl)cccc1Cl)Nc1ccccc1F
39	O=C(Cn1c(-c2ccccc2)c[n+]2ccsc12)c1ccc([N+](=O)[O-])cc1
40	CCOc1ccccc1NC(=O)CSc1nc2ccccc2s1
41	Cc1cc(C(=O)O)c(=O)[nH]c1C
42	O=C(O)CNC(=O)c1ccccc1NC(=O)c1ccco1
assay / entry	37	38	39	40	41	42
BAP1 inh	nt	nt	nt	nt	139	118
HePTP inh	-5	-8	-5	7	0	9

43	CNC(=O)NCC12CC3CC(CC(C3)C1)C2
44	COc1cc(OC)cc(C(=O)NCC(=O)OC2CCOC2=O)c1 (stereo not drawn)
45	CC(=O)Nc1ccc(S(=O)(=O)Nc2nc3ccccc3nc2N2CCCC2)cc1
46	C=CCc1cc(/C=C2/C(=O)NC(=O)N(c3cccc(C)c3)C2=O)cc(OC)c1O
47	CN(Cc1ccccc1)S(=O)(=O)c1ccc2[nH]cc(C(=O)NCC3CCCO3)c(=O)c2c1 (stereo not drawn)
48	CCOC(=O)c1c(-c2ccccc2)oc2c1cc(OC(=O)c1ccc(S(=O)(=O)N3CCOCC3)cc1)c1ccccc12
assay / entry	43	44	45	46	47	48
BAP1 inh	130	96	88	nt	102	131
HePTP inh	-3	4	9	-7	2	nt

49	Oc1ccc(Cl)cc1/C=N/c1nccs1
50	Cc1ccc(-n2nc3cc(C)c(NC(=O)c4cccs4)cc3n2)cc1
51	Cc1ccc(CS(=O)(=O)CCC(=O)NCc2ccc3c(c2)OCO3)cc1
52	Clc1ccc(OCCCCN2CCOCC2)cc1
53	COc1ccc(C(=O)N2CCN(S(=O)(=O)N3CCOCC3)CC2)cc1OC
54	COc1ccc2cc(CN(Cc3ccco3)C(c3nnnn3C3CCCCC3)C(C)C)c(=O)[nH]c2c1 (stereo not drawn)
assay / entry	49	50	51	52	53	54
BAP1 inh	93	nt	400	nt	137	nt
HePTP inh	-4	-4	7	-6	5	-3

55	CC(NC(=O)c1cccs1)c1ccccc1 (stereo not drawn)
56	Cn1nc(-c2ccc(Cl)cc2)c2cc(C(=O)N3CCCC3)sc21
57	COC(=O)c1cc(=O)c2ccc(OC)cc2o1
58	Cc1ccc(N=Cc2nc(-c3ccco3)oc2O)cc1
59	Oc1ccc2cc(Br)ccc2c1C=Nc1ccc(Br)cn1
60	O=C(Nc1ccc(-c2nc3ccccc3[nH]2)cc1)c1cccc(OCc2ccccc2)c1
assay / entry	55	56	57	58	59	60
BAP1 inh	nt	104	83	90	nt	69
HePTP inh	4	1	5	-2	6	nt

5 entries drawn at random from those above:
1	Cc1ccc(C(=O)O[C@H](C(=O)O)[C@H](OC(=O)c2ccc(C)cc2)C(=O)O)cc1 (tested in a mixture with another compound)
42	O=C(O)CNC(=O)c1ccccc1NC(=O)c1ccco1
53	COc1ccc(C(=O)N2CCN(S(=O)(=O)N3CCOCC3)CC2)cc1OC
35	Cc1occc1C(=O)N/N=C/c1ccccc1
33	Cc1ccc2nc(N3C(=O)c4cccc5cccc(c45)C3=O)sc2c1
assay / entry	1	42	53	35	33
BAP1 inh	93	118	137	nt	nt
HePTP inh	nt	9	5	-18	-5

Additional records
61	COc1ccc(-c2cn3ccc(C)cc3n2)cc1Br
62	COc1ccc(Cc2nnc(SC)[nH]c2=O)cc1OC
63	Cc1c(NC(=O)c2cccnc2)cccc1NC(=O)c1cccnc1
64	CC1Cc2ccccc2N1C(=O)Cn1nnc(-c2ccccc2NC(=O)C2CCC2)n1 (stereo not drawn)
65	Cc1ccc(N=C2NC(=O)CS2)c(C)c1
66	COc1ccc(C(=O)N2CCN=C2SCc2cccnc2)cc1OC
assay / entry	61	62	63	64	65	66
BAP1 inh	nt	nt	nt	51	106	98
HePTP inh	10	-3	15	4	8	6

67	CCCCn1nnnc1NCc1ccc(OC)c(OC)c1OC
68	C=CCn1c(CNC(=O)CCC)nc2ccccc21
69	CCOC(=O)Nc1ccc2c(C)cc(=O)oc2c1
70	Clc1ccc(CSc2nnc(-c3ccc(Br)cc3)o2)c(Cl)c1
71	CNS(=O)(=O)c1cccc(C(=O)NCC(c2cccs2)N(C)C)c1 (stereo not drawn)
72	COc1ccc(NC(=O)C2=C(C)NC(=O)NC2c2cccc(OC)c2)cc1 (stereo not drawn)
assay / entry	67	68	69	70	71	72
BAP1 inh	103	121	904	nt	nt	nt
HePTP inh	3	nt	2	6	3	-18

Some of the entries so far, field by field.
[4] N#CC1=C(N)SC(N)=C(C#N)C1c1cccc(Oc2ccccc2)c1
- BAP1 inh: 106
- HePTP inh: 14
[5] O=C(Nc1ccccc1C(=O)Nc1ccc(Br)cn1)c1ccccc1
- BAP1 inh: nt
- HePTP inh: 0
[6] O=C(NC1CCCCC1)C(c1ccccc1)N1CCC2(CC1)OCCO2 (stereo not drawn)
- BAP1 inh: nt
- HePTP inh: 10

(continued)
73	O=C(COc1ccccc1[N+](=O)[O-])Nc1ccc2oc(-c3ccccc3Br)nc2c1
74	O=C(C1COc2ccccc2O1)N1CCn2c(nc3ccccc32)C1 (stereo not drawn)
75	COc1ccc(CN2CCN(S(=O)(=O)c3ccc(C)cc3)CC2)c(OC)c1OC
76	O=C(CSc1nnc(-c2cccnc2)n1Cc1ccco1)c1ccc2ccccc2c1
77	COc1ccc(-c2nnc(-c3ccc(N)cc3)o2)cc1
78	Cc1ccc(N2NC(=O)/C(=C/c3ccc4c(c3)OCO4)C2=O)cc1C
assay / entry	73	74	75	76	77	78
BAP1 inh	nt	91	nt	72	102	nt
HePTP inh	16	3	-17	12	0	5

79	Cn1c(C#CC(C)(C)O)cc2ccccc21
80	COc1ccc2cc(C(=O)N3CCOCC3)sc(=O)c2c1OC
81	COC(=O)c1[nH]c2cc(OC)ccc2c1NC(=O)CCN1CCN(Cc2ccc3c(c2)OCO3)CC1
82	Cc1ccccc1OCc1nnc(Sc2nc3ccc([N+](=O)[O-])cc3s2)n1-c1ccccc1
83	O=C(O)c1ccccc1Nc1cccc2c1C(=O)c1ccccc1C2=O
84	O=[N+]([O-])c1cccc(S(=O)(=O)Nc2ccccc2CO)c1
assay / entry	79	80	81	82	83	84
BAP1 inh	106	95	111	nt	62	nt
HePTP inh	nt	-6	-14	4	nt	-4

85	Cc1cc(OCCOc2ncnc3ccccc23)ccc1Cl
86	Cc1cccc(NC(=O)c2ccc(NS(=O)(=O)c3c(C)noc3C)cc2)c1
87	CC1NC(=O)N(C)C2NC(=O)N(C)C(c3ccccc3)C12 (stereo not drawn)
88	O=C(Nc1nc(-c2ccc(F)cc2)cs1)c1ccc(Cc2ccccc2)cc1
89	Nc1nnc(COc2cccc(C(F)(F)F)c2)s1
90	CC(=O)c1ccc(N2C(=O)NC3(CCCCC3)C2=O)cc1
assay / entry	85	86	87	88	89	90
BAP1 inh	nt	92	97	62	144	81
HePTP inh	-8	-2	-1	nt	5	7

91	Cc1ccc(OCC(=O)Nc2ccc(N(C)C)cc2)c(Br)c1
92	CC(C(=O)Nc1sccc1C(N)=O)N1C(=O)C2CC=CCC2C1=O (stereo not drawn)
93	O=C1c2ccc([N+](=O)[O-])cc2C(=O)N1c1c[nH]c(=O)[nH]c1=O
94	Cc1ccc(N2C(=O)C(N3C(=O)c4cccc([N+](=O)[O-])c4C3=O)C2c2cccs2)cc1Cl (stereo not drawn)
95	O=C1N/C(=N/N=C\c2cccc([N+](=O)[O-])c2)SC1Cc1ccc(Br)cc1 (stereo not drawn)
96	CCOc1ccc(C(C#N)N2CCOCC2)cc1OC (stereo not drawn)
assay / entry	91	92	93	94	95	96
BAP1 inh	nt	111	76	92	nt	71
HePTP inh	0	2	nt	nt	6	1

97	COc1ccc(OC)c(S(=O)(=O)Nc2ccc3oc4c(c3c2)C(=O)CCC4)c1
98	COC(=O)CCC(=O)c1oc2ccc(Cl)cc2c1NC(=O)CCCN1C(=O)c2ccccc2C1=O
99	CCOC(=O)CNC(=O)CSc1ncnc2c1cnn2-c1ccc(Cl)cc1
100	CCOc1ccc(N2C(=O)/C(=C/c3ccc(C)o3)SC2=S)cc1
101	Cc1nnc(NC(=O)c2ccc(C)c(S(=O)(=O)N3CCCCCC3)c2)s1
102	Cc1ccc(NC(=S)NC(=O)/C=C/c2ccco2)c(Br)c1
103	CC1CC(O)N(C(=O)c2ccccc2O)N1C (stereo not drawn)
104	CCCC(=O)Nc1cc(C(F)(F)F)cc(C(F)(F)F)c1
assay / entry	97	98	99	100	101	102	103	104
BAP1 inh	108	117	67	nt	114	nt	nt	nt
HePTP inh	nt	-3	7	7	4	9	6	3
